Screening results (PubChem)
NSD2 inh: NSD2 histone methyltransferase inhibitors, primary screen, biochemical, AlphaScreen, single concentration, set 2; Histone-lysine N-methyltransferase NSD2 (Homo sapiens), O96028; NSD2 peptide methylation, 120 min; inhibition, % at 12.5 µM; actives 0.54% (n = 310,000); AID 743445, 2014; in the data active = inhibition above about 50%
Arrestin-AP2 inh: inhibitors of beta-arrestin/AP2 binding, primary screen, biochemical, GPCR trafficking, flow cytometry; FITC-arrestin peptide / GST-AP2 beads; AP2 beta2 appendage carries R879A mutation; inhibition, % at 10 µM; actives 0.31% (n = 340,000);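 active = inhibition above a set limit, near 3 SD of compounds lacking own fluorescence, cut at about 54% in these data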;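 note: plate controls were DMSO wells for no effect and 5 µM unlabelled arrestin peptide for full effect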
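system = GST-tagged AP2 beta2-adaptin appendage (R879A) on 4 µm glutathione beads | reagent = FITC-labelled arrestin peptide probe, 50 nM final | schedule = compound with beads 12 min RT, then probe 1 h RT | signal = HyperCyt-sampled flow cytometry, FL1 channel, ex 488/em 535 nm | read-out = percent response from loss of bead-bound FITC fluorescence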
C-LANA FP: inhibitors of KSHV C-LANA binding to DNA, primary screen, biochemical, fluorescence polarization, FAM-LBS DNA, MBP-C-LANA, single point; inhibition, % at 9 µM; actives 0.078% (n = 340,000); AID 504423, 2011;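 active = highest replicate inhibition at or above 60% at 9 µM, even if other replicates fall short; inactive = all replicates below 60% inhibition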;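 note: 0% = neutral control wells and 100% = 4 µM acridine orange control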
PvdQ acylase: P. aeruginosa PvdQ acylase inhibitors, primary screen, biochemical, fluorescence, plate reader and imaging, single point | AID 488965, 2010 | actives 0.063% (n = 340,000) | inhibition, % at 10 µM | PvdQ acylase [Pseudomonas aeruginosa LESB58] | purified PvdQ acylase; in the data active = inhibition above about 30%, passing the limit was not always enough;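 note: 0% = vehicle neutral wells and 100% = reference inhibitor wells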
Keap1 Nrf2 FP: Keap1-Nrf2 protein-protein interaction inhibitors, primary screen, biochemical, fluorescence polarization, single point; Keap1 Kelch-Nrf2 peptide fluorescence polarization, 1536-well; AID 504523, 2011; actives 0.15% (n = 340,000); Kelch-like ECH-associated protein 1 (Homo sapiens), Q14145; inhibition, % at 9.4 µM; in the data active = inhibition above about 12%;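 note: human Keap1 Kelch domain with fluorescein labeled Nrf2 9mer peptide probe; 0% = neutral control wells and 100% = peptide positive control; higher means more block of Keap1 binding to Nrf2 peptide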
Cardiac RTF inh: cardiac RTF calcium sensitivity inhibitors, primary screen, biochemical, IANBD-TnC fluorescence, EC70 calcium; Troponin I, cardiac muscle (Homo sapiens) + Troponin T, cardiac muscle (Homo sapiens) + …; IANBD-labeled cardiac RTF, Ca2+ fluorescence; inhibition, % at 7.15 µM; actives 0.12% (n = 340,000); AID 493244, 2011;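 active = inhibition above the mean inhibition of all tested compounds plus 3 SD, cut at about 17% in these data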;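 note: assay run at fixed EC70 calcium of 1.6 mM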
DAGLB inhibitor: DAGLB lipase inhibitors, primary screen, biochemical, fluorescence, HTS. Diacylglycerol lipase-beta (Homo sapiens), Q8NCG7. HEK293T DAGLB membrane lysate, EnzChek fluorogenic substrate. inhibition, % at 5.17 µM. actives 0.059% (n = 340,000); in the data active = inhibition above about 34%;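 note: 0% = enzyme with vehicle and 100% = wells lacking enzyme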
Target sequence (Q8NCG7 whole entry, looked up): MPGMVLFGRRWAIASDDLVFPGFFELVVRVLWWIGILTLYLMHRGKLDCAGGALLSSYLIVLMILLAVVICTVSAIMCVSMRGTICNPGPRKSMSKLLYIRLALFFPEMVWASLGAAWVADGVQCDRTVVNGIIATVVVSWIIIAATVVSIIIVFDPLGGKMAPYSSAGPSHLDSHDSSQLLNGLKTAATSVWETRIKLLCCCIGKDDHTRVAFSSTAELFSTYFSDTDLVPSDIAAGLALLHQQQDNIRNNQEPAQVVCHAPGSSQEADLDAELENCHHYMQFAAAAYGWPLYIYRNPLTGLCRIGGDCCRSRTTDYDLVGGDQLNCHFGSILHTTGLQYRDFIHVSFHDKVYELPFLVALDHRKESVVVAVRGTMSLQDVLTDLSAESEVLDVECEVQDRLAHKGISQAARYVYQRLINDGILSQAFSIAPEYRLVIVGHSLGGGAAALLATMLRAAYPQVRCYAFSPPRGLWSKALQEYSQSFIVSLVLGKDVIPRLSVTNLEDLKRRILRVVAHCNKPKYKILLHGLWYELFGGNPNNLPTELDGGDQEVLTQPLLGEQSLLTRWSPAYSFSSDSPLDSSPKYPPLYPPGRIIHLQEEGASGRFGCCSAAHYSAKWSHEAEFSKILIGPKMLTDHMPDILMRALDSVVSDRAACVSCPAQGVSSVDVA
SR-BI uptake up: activators of SR-BI mediated DiI-HDL uptake, primary screen, ldlA[mSR-BI] CHO cells, DiI fluorescence; 3 h; 100 = double the neutral-control signal; actives 0.096% (n = 320,000); activation, % at 12.5 µM;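 active = mean replicate activation of at least 60% and every replicate at or above 60%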;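 note: 0% = median plate neutral-control signal and 100% = twice that signal; values of inactives mirror those of a sister screen read the other way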
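material = CHO ldlA[mSR-BI] cells | medium = Ham's F12 with 0.5% BSA, HEPES 25 mM, pH 7.4 | reagent = fluorescent DiI-HDL, 10 µg/mL final | compound dosing = single-point compound dose | incubation = 3 h, 37 °C | measured by = bottom-read fluorescence, 550/595 nm | measure = HDL uptake via cellular fluorescence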
SR-BI HDL uptake: inhibitors of SR-BI mediated HDL lipid uptake, primary screen, ldlA[mSR-BI] cells, fluorescence, single point. Scavenger receptor class B member 1 (Mus musculus), Q61009. ldlA[mSR-BI] CHO cells, DiI-HDL uptake fluorescence, 3 h. inhibition, % at 12.5 µM. actives 0.96% (n = 320,000). AID 488896, 2010;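 active = mean replicate inhibition of at least 70% and a set share of replicates each scoring 70 or more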;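 note: 0% = median of neutral control wells and 100% = median of positive control wells; values of inactives mirror those of a sister screen read the other way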
PKA-R2B activ: activators of PKA-R2B holoenzyme, primary screen, biochemical, fluorescence polarization, Cy5-IP20, human | activation, % at 11.4 µM | actives 0.079% (n = 340,000) | PKA-R2B holoenzyme dissociation; R2B truncated from residue 108, S112A mutant; 0% DMSO only, 100% 113 µM cGMP | AID 504700, 2011 | cAMP-dependent protein kinase catalytic subunit beta (Homo sapiens) + cAMP-dependent …;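 active = activation above a cutoff set at the mean over all compounds plus 3 SD, cut at about 18% in these data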;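 note: higher means more holoenzyme dissociation and a rise in polarization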
Target sequence (P31323 whole entry, looked up, other chains not shown, the tested form may be a part): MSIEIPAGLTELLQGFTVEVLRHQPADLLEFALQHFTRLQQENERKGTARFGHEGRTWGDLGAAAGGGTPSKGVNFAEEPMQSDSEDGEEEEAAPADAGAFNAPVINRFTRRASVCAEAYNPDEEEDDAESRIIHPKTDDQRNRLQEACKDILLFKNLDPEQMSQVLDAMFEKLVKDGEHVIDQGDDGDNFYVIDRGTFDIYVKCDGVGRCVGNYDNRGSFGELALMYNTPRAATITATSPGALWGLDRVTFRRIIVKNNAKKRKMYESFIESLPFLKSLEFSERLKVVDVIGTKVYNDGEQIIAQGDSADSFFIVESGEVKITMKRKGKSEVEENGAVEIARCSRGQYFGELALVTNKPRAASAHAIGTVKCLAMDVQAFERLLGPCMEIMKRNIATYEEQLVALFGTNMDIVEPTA
Numbers without * were called inactive; x = not tested or not shown.

SMILES	NSD2 inh	Arrestin-AP2 inh	C-LANA FP	PvdQ acylase	Keap1 Nrf2 FP	Cardiac RTF inh	DAGLB inhibitor	SR-BI uptake up	SR-BI HDL uptake	PKA-R2B activ
COc1ccc(S(=O)(=O)N2CCN(C)CC2)cc1	1	7	-1.4	-9	1	3	0	1	-1	1
CCn1c(SCC(=O)c2c[nH]c3ccccc23)nc2cc(S(=O)(=O)N3CCOCC3)ccc21	-2	18	9.9	-9	1	-3	-6	-12	12	4
CC(C(=O)OCC(=O)c1ccccc1)N1C(=O)C2C3CCC(C3)C2C1=O (centres undefined)	2	-4	0.5	0	-1	8	1	15	-15	-6
Cc1cc(NC(=O)C2CCCCC2)n(-c2nc3ccccc3[nH]2)n1	-1	-4	4.6	-20	0	-2	-12	-58	58	-8
Cc1cc(C)cc(N(CCC#N)C(=O)COC(=O)c2nc3nc(C)cc(C)n3n2)c1	-4	-5	0.9	-15	1	3	-1	13	-13	-6
Cn1c(NC(=O)c2ccc(F)c(F)c2)cc(=O)n(C)c1=O	x	-8	-0.4	-9	-1	-1	-4	29	-29	2
O=C(NCc1ccccn1)c1cccc(S(=O)(=O)Nc2ccc(SC(F)F)cc2)c1	-1	-8	1.0	-14	-3	-4	3	27	-27	2
CCc1cc(-c2[nH]ncc2-c2ccc([N+](=O)[O-])cc2)c(O)cc1OC	6	3	-2.4	-11	3	-6	6	-45	45	0
COc1ccc(-c2onc(C)c2-c2cnn(-c3ccccc3)c2)c(O)c1	1	34	-0.5	3	3	4	-4	-9	9	-5
O=C(O)c1cc(NN=Nc2cccc([N+](=O)[O-])c2)cc([N+](=O)[O-])c1	x	0	0.5	-6	1	-3	6	x	x	-8
S=C(NCCCn1ccnc1)NC1CCCCC1	-1	1	1.8	-5	-5	-11	1	19	-19	1
COc1ccc(C(CNC(=O)c2cc3c(s2)CCCC3)N2CCOCC2)cc1 (centres undefined)	-1	-7	-1.7	-12	-3	-2	1	-2	2	-13
O=C(NS(=O)(=O)c1ccccc1)c1cccc(Br)c1	-1	-2	1.0	-10	-5	0	4	22	-22	-11
O=C(O)c1ccccc1NN=C1CCCCC1	1	14	0.0	-1	0	-9	-2	24	-24	-7
CC(SCC(=O)Nc1ccccc1)c1nc2ccccc2c(=O)[nH]1 (centres undefined)	-1	-5	3.9	-9	-6	1	-1	13	-13	-4
CC1CCC2(CC1)NC(=O)N(Cc1nnc(-c3cccs3)o1)C2=O (centres undefined)	8	9	0.1	-12	-4	16	1	7	-7	0
Cc1ccc(NC(=O)CSc2nnc(CNC(=O)c3ccco3)n2C)cc1C	0	-1	0.4	-15	-3	-19	0	-8	8	2
Cc1cccc(NC(=O)N(Cc2cc3cc(C)cc(C)c3[nH]c2=O)CC2COCCO2)c1 (centres undefined)	5	14	0.7	-8	-2	-4	2	17	-17	-6
Cn1c(SCC(=O)Nc2cc(S(=O)(=O)N3CCOCC3)ccc2N2CCOCC2)nnc1-c1ccncc1	-2	-19	-0.7	-8	-1	-3	-2	5	-5	11
O=C1/C(=C\c2ccncc2)CCc2ccccc21	x	2	3.0	-13	-12	5	-2	-1	1	-2
Cc1nccn1CC(=O)c1ccc(O)c(O)c1	x	26	0.5	4	6	1	1	11	-11	1
C=CCc1ccc(OCCOc2cccc3cccnc23)c(OC)c1	1	11	-0.3	-9	0	-8	-36	-31	31	-2
CC(=O)c1sc(NC(=O)C2COc3ccccc3O2)nc1C (centres undefined)	x	7	0.4	7	-2	-3	1	4	-4	-2
Cc1ccc(C)c(N(Cc2cc3ccc(C)cc3[nH]c2=O)C(=O)c2ccco2)c1	1	5	-0.8	2	-7	-3	-6	x	x	0
CCn1c(SCC(=O)NNC(=O)c2ccc(C)cc2)nnc1C(C)C	-5	3	1.2	-6	-2	1	-2	x	x	8
CC(C)c1ccc(NC(=S)NNC(=O)C2CC2)cc1	-3	-16	1.2	-15	-3	-13	-1	4	-4	3
CC1Cc2ccccc2N1C(=O)c1cnc2ccccn2c1=O (centres undefined)	-2	2	-0.5	-9	-6	-11	-2	10	-10	-3
N#Cc1c(-c2ccccc2)c(-c2ccccc2)n[nH]c1=O	2	7	-1.5	16	2	-14	-1	9	-9	3
Cc1cc(NC(=O)/C(C#N)=C/c2ccco2)n(-c2ccccc2)n1	-2	3	2.4	-4	-4	-17	-3	-32	32	-2
CCOC(=O)/C(=C\c1cccc(O)c1)c1nc2sc(C)c(C)c2c(=O)[nH]1	41	-15	-2.5	-5	-43	3	7	43	-43	-4
CCOC(=O)c1c(C)[nH]c(C)c1C(=O)CSc1nnc(-c2ccco2)n1Cc1ccccc1	-3	-4	-1.8	-14	-12	1	1	21	-21	1
COC(=O)CCCNC(=O)c1ccc(OS(=O)(=O)c2cc([N+](=O)[O-])ccc2C)cc1	1	-1	0.5	-6	-3	-6	2	2	-2	-4
CCOCc1c(C(=O)OCC(=O)NCc2ccc(F)cc2)oc2ccccc12	-1	-7	-0.3	-17	-4	-6	-3	-5	5	8
COc1ccc2c(c1OC)C(=O)OC2Nc1nc2ccccc2s1 (centres undefined)	2	33	1.7	0	-2	1	0	22	-22	8
CCc1cccc(CC)c1NC(=O)c1cccc(S(=O)(=O)N2CCN(C)CC2)c1	24	-16	-1.0	-10	-1	-13	0	18	-18	9
COc1ccc(C2C3=C(CC(C)(C)CC3=O)Oc3ncn(CCCn4ccnc4)c(=N)c32)cc1 (centres undefined)	-1	-10	-0.1	-16	-5	-16	-2	13	-13	-3
O=c1cc(-c2ccccc2Cl)oc2c(NS(=O)(=O)c3ccccc3C(F)(F)F)ccc(O)c12	x	26	-1.3	-19	-3	-12	0	-9	9	-2
Cc1cc(C)nc(N2CCCC(C(=O)Nc3nnc(C)s3)C2)n1 (centres undefined)	-4	28	0.6	0	2	-3	-1	5	-5	12
CCN(CC(=O)NCc1ccc(Cl)cc1)C(=O)CSCC(=O)Nc1cccc(C)c1	0	10	-0.9	-2	-4	-2	1	-27	27	-7
O=C(CN1C(=O)/C(=C2/SC(=S)N(CCS(=O)(=O)O)C2=O)c2ccccc21)Nc1cccc(Br)c1	8	0	-0.2	-6	-2	6	2	20	-20	5
COc1ccc(NC(C)=O)cc1NC(C)C(=O)Nc1cccc(S(=O)(=O)N2CCOCC2)c1 (centres undefined)	-1	20	-0.9	-18	-3	0	3	-12	12	-7
CCOC(=O)c1ccc2c(c1)nc(-c1ccc(F)cc1)c1nccn12	1	13	0.3	4	0	0	-3	-36	36	0
CC(C)CN1Cc2ccccc2Oc2cc(Br)ccc2S1(=O)=O	x	-13	-0.5	0	-4	-1	-9	-9	9	-5
NC1=NC2(CCCCC2)n2c(nc3ccccc32)N1	1	5	-1.3	-13	-9	1	0	1	-1	-4
CCCC(=O)NC(=S)Nc1sc2c(c1C(N)=O)CCC2	x	8	1.6	1	2	-2	-1	-12	12	11
COc1ccc(C(=O)COC(=O)c2ccc3ccccc3n2)cc1	-2	0	-0.7	-11	-3	-1	-2	-3	3	6
CC(C)CC(NS(=O)(=O)c1ccc2c(c1)oc(=O)n2C)C(=O)NC1CCCc2ccccc21 (centres undefined)	x	4	0.8	13	-3	0	1	9	-9	4
COc1cccc(/C=N\NS(=O)(=O)c2ccccc2)c1OC	-1	-7	-0.6	-6	-3	3	0	18	-18	10

3 entries already listed, arranged by their value in SR-BI uptake up, ascending:
SMILES	NSD2 inh	Arrestin-AP2 inh	C-LANA FP	PvdQ acylase	Keap1 Nrf2 FP	Cardiac RTF inh	DAGLB inhibitor	SR-BI uptake up	SR-BI HDL uptake	PKA-R2B activ
CCCC(=O)NC(=S)Nc1sc2c(c1C(N)=O)CCC2	x	8	1.6	1	2	-2	-1	-12	12	11
CC(C)CN1Cc2ccccc2Oc2cc(Br)ccc2S1(=O)=O	x	-13	-0.5	0	-4	-1	-9	-9	9	-5
O=C(CN1C(=O)/C(=C2/SC(=S)N(CCS(=O)(=O)O)C2=O)c2ccccc21)Nc1cccc(Br)c1	8	0	-0.2	-6	-2	6	2	20	-20	5

Following part
SMILES	NSD2 inh	Arrestin-AP2 inh	C-LANA FP	PvdQ acylase	Keap1 Nrf2 FP	Cardiac RTF inh	DAGLB inhibitor	SR-BI uptake up	SR-BI HDL uptake	PKA-R2B activ
COC(=O)C1CCN(S(=O)(=O)c2ccc(NC(C)=O)cc2)CC1	8	-11	-2.1	-10	-6	-3	0	10	-10	-5
CCOC(=O)N1CCC(n2c(SCC(=O)Nc3nccs3)nc3ccsc3c2=O)CC1	-4	6	-0.3	5	-7	-4	2	-34	34	-9
CC(C)Oc1ccc(/C(O)=C2/C(=O)C(=O)N(CCN(C)C)C2c2ccco2)cc1 (centres undefined)	1	5	1.2	-13	-1	-9	-1	30	-30	-1
CCN(CC)S(=O)(=O)c1cccc(C(=O)Nc2cccnc2)c1	-6	-1	-0.6	-10	0	-8	2	23	-23	-4
COC(=O)c1c(-c2ccc(OC)cc2)oc2ccc(-c3ccc(OC)nc3)cc12	x	26	-0.6	-2	-1	-6	-3	1	-1	-5
COc1cc(Br)c(CN2CCCN(C)CC2)cc1OC	19	29	-2.4	3	1	-1	-1	6	-6	-9
COc1ccc(C)cc1NC(=O)COC(=O)Cc1ccc(-c2ccccc2)cc1	1	12	-0.5	0	0	4	-7	16	-16	-1
O=C(Cc1cccc2ccccc12)NN1C(=O)CSC1=S	4	-14	-0.9	-16	-4	-5	3	2	-2	-2
c1ccc(-c2[nH]ncc2CN2CCc3ccccc3C2)cc1	30	4	3.5	-3	4	4	-2	7	-7	5
CCCCN(C)C(=O)c1c[nH]c2ccc(S(=O)(=O)N3CCOCC3)cc2c1=O	x	-6	-2.0	-2	1	-10	-1	30	-30	6
CCOc1cc(C#N)ccc1OCC(=O)N1CCN(C(=O)c2cccs2)CC1	-1	-7	0.7	-11	-8	-4	-1	-23	23	-8
CC(C)(C)NC(=O)COC(=O)c1ccccc1Oc1ccccc1	-1	-8	0.5	-7	-3	3	0	-27	27	-2
c1coc(-c2nnc(-c3cccs3)o2)c1	-1	9	1.6	-11	1	-5	-2	16	-16	2
